IL-2 act: activates IL-2 in a cell-based reporter assay. IL-2 activation reporter assay, cell-based qHTS; stimulated with anti-CD3/CD4/CD28 beads; in transgenic mouse T cells. activation, % (series mostly up to about 46 µM). 0.065% of 360,000 active; in the data active means activation above about 50%; inconclusive means mostly about 30% to 49%; further: 0% is about no effect
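Screening format: compound pinned onto unstimulated transgenic mouse T cells, 60 min incubation, then anti-CD3/anti-CD4/anti-CD28 bead stimulation for 18 hours at 37 degrees C, followed by EGFP and DsRed detection.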
EPAC1 antagonist: blocks human EPAC1 exchange factor; O95398; AID 720709; 0.14% of 360,000 active; Potency, µM (highest dose often 115 µM), for inactives: at the highest dose activity change, negative = inhibition, hits mostly inhibitors; EPAC1 GEF assay, Rap1b-BODIPY-GDP exchange fluorescence;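 further: potency means the concentration at half of the fitted maximal effect; plate controls were vehicle for no effect and positive control for full effect; nearly all actives have a fitted effect of over 50% in size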
PLK1 PBD block: blocks phosphopeptide binding to human PLK1 polo-box domain. P53350. Plk1 PBD binding of FITC phosphopeptide, fluorescence polarization. Potency, µM, for the others: max response, negative = inhibition, usual class: inhibitors. 2.8% of 360,000 active; further: potency means the concentration at half of the fitted maximal effect; series mostly up to about 57 µM; on the % scale 0 is the no-effect control and ±100 the full control effect; nearly all actives have a fitted effect of over 65% in size
Target sequence (P53350 whole entry, looked up, the tested form may be a part): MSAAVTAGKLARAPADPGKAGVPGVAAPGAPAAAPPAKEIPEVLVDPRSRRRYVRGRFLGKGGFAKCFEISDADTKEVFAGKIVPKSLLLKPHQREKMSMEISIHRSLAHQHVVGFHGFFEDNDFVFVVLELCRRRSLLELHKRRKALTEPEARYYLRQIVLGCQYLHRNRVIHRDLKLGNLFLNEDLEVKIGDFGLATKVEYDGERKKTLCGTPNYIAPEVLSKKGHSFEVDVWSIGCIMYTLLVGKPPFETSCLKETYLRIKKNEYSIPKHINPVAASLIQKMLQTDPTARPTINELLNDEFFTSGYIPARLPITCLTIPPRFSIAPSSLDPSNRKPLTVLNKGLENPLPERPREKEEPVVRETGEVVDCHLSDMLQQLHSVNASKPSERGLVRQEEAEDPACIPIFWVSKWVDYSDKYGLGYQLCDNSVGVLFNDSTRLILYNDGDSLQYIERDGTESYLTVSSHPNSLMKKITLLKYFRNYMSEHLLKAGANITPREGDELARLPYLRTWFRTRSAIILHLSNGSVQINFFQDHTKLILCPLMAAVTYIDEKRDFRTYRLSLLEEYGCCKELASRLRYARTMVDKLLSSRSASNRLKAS
PI5P4Ka inh: PI5P4K alpha (human) kinase inhibition. P48426. max response, %. AID 652105. PI5P4Kalpha enzyme, ADP-Glo luminescence, 60 min; stronger effect = lower value. 1.2% of 330,000 active; active means max response of -50% or lower; inconclusive means between -30% and -50%; inactive means -30% or higher; further: value at the top dose of about 77 µM; on the % scale 0 is the no-effect control and ±100 the full control effect
Target sequence (P48426 whole entry, looked up): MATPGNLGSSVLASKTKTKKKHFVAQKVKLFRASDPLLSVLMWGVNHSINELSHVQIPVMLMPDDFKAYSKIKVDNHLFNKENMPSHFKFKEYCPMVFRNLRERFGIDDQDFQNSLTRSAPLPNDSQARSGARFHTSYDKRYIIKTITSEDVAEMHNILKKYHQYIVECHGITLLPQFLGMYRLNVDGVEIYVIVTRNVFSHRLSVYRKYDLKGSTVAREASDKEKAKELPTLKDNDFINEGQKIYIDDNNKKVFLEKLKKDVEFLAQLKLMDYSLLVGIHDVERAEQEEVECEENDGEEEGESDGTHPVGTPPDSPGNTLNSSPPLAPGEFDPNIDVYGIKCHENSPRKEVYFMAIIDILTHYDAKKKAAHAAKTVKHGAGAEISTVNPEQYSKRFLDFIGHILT
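ADP-Glo luminescence end-point read after a 60 min room-temperature kinase reaction of PI5P4Kalpha plus substrate, initiated with ATP at 5 microM final. Buffer: 0.038 M HEPES pH 7.4, EGTA, 0.1% CHAPS, 5% DMSO.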
Abeta yeast res: restores growth of yeast expressing A-beta42 peptide; Potency, µM (top dose mostly 46.1 µM), without a hit: at the top dose growth rescue, usual class: activators; yeast expressing A-beta42, growth rescue, OD600, 48 h; response scale: 0% DMSO, 100% iron-clioquinol control; 0.063% of 410,000 active; AID 1347071; further: potency means the concentration at half of the fitted maximal effect; nearly all actives have a fitted effect of over 55% in size
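Yeast growth medium received pinned compounds, then yeast cells expressing toxic A-beta were added; plates incubated at 30 C for 48 hr. Growth read as absorbance at 600 nm, normalized to DMSO and equimolar FeCl3 plus clioquinol controls.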
FUS yeast rescue: suppressors of FUS proteinopathy in yeast | Potency, µM (highest dose often 76.6 µM), inactives show at the highest dose growth rescue (activation), hits mostly activators | S. cerevisiae FUS-expressing, growth rescue, OD600, 24 h | AID 1347120 | 0.24% of 390,000 active;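 further: potency means the concentration at half of the fitted maximal effect; plate controls were DMSO vehicle for no effect and reference control for full effect; nearly all actives have a fitted effect of over 55% in size; some results filed as inactive show a strong effect at the top dose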
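Toxicity suppression screen in FUS-yeast. Cells induced with 2% galactose, starting OD 0.005, treated 24hr at 30C with compounds at multiple final concentrations; growth by OD600.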
WRN helicase inh: WRN helicase (human) inhibition | Q14191 | WRN helicase unwinding, fluorescent forked duplex, kinetic | Potency, µM (highest dose often 114 µM), without a hit: at the top dose activity change, negative = inhibition, actives largely listed as inhibitors | 0.46% of 360,000 active; further: potency means the concentration at half of the fitted maximal effect; on the % scale 0 is the no-effect control and ±100 the full control effect; nearly all actives have a fitted effect of over 55% in size
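Enzyme (20 nM final) and test compound sit together 15 min at room temperature before substrate addition. Substrate is a single-forked duplex oligonucleotide (100 nM) labelled with fluorophore and quencher, with 2 mM ATP; helicase unwinding raises red fluorescence, read kinetically.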
EPAC1 agonist: EPAC1 (human) agonism; 0.073% of 360,000 active; EPAC1 agonist qHTS, biochemical assay; response scale: 100% = response to 6.5 mM cAMP; AID 720707; Potency, µM (titrated, usually from 154 µM), without a hit: at the highest dose activation, usual class: activators; O95398; further: potency means the concentration at half of the fitted maximal effect; nearly all actives have a fitted effect of over 60% in size
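EPAC1 100 nM, Rap1B–BODIPY-GDP 250 nM, unlabeled GDP 50 uM; compound titration; 5 min RT; kinetic read ex480/em540 at 5-min intervals ×30 min; data normalized to 6.5 mM cAMP agonist control.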
The depositor's hits bear a star; u = inconclusive; x = no result given; & = joins results of further samples; [ ] = dose if it differs, or a comment. Unless noted, the call rests on the fitted dose curve; in most records, active means well fitted curve in the direction sought with a large enough effect; inconclusive means small, poorly fitted or top-dose-only effect, or another doubt; inactive means no such curve, though single readings can be large; an effect the other way counts as inactive or inconclusive.

cpd	smiles	IL-2 act	EPAC1 antagonist	PLK1 PBD block	PI5P4Ka inh
1	COc1ccc(N2C(=O)CSC2c2ccccc2)cc1 (stereo not given)	0.8	-3%	-5%	-2
2	Cc1ccc(OCCN(C)C(=O)C2CCC(=O)N(CCCN3CCCC3=O)C2)cc1 (stereo not given)	-3.9	7%	-16%	-1
3	CSc1cccc(-n2cc(-c3ccc4c(c3)OCO4)[nH]c2=O)c1	0.5	-17%	u	u
4	O=C(c1ccc(-c2cccc([N+](=O)[O-])c2)o1)N1CCN(c2ccc([N+](=O)[O-])cc2)CC1	0.5	11%	-1%	1
5	CCN(CC)CCN1CCN(c2cncc(-c3ccc4ccccc4c3)n2)CC1	-0.7	6%	-17%	-20
6	CC(C)C[C@@H](CNCC(=O)[C@H](C)NC(=O)c1[nH]cnc1C(=O)N[C@@H](C)CN)NC(=O)c1nc[nH]c1C(=O)N[C@@H](CC(=O)O)C(=O)O	-0.2	0%	u	-22
7	CCC(C)[C@H](N)C(=O)NC[C@H]1CC[C@H](C(=O)N[C@@H](Cc2ccccc2)C(=O)O)CC1 (stereo not given in full)	1.1	0%	-4%	0
8	COc1cc(O)ccc1/C=N/NC(=O)c1ccc([N+](=O)[O-])cc1	2.5	-21%	-9%	-2
9	Cc1ccccc1N1CCN(C2CCCN(C(=O)c3cc(CC(C)C)nn3C)C2)CC1 (stereo not given)	-0.9	14%	0%	12
10	CC1CCCCC12NC(=O)N(CC(=O)N1CCN(Cc3ccc(C#N)cc3)CC1)C2=O (stereo not given)	0.0	35%[activator]	-7%	-2
11	O=C(CSC1=Nc2ccccc2C2=NC(c3ccccc3)C(=O)N12)NCC1CCCO1 (stereo not given)	-0.9	-2%	-12%	-6
12	FC(F)(F)c1cc(C(F)(F)F)c2ccc(N3CCN(c4ncccn4)CC3)nc2n1	-1.8	2%	-5%	x
13	Cc1ccc(-c2nnc3c(C(F)(F)F)nc4ccccc4n23)cc1	-4.5	-3%	-8%	-6
14	CC(OC(=O)CCCc1nc2ccccc2s1)C(N)=O (stereo not given)	-0.6	-9%	3%	7
15	Cc1ccc(N=c2c([N+](=O)[O-])nn(-c3ccc4c(c3)OCCO4)n2O)cc1F	0.7	-13%	-2%	0

cpd	Abeta yeast res	FUS yeast rescue	WRN helicase inh	EPAC1 agonist
1	1%	6%	4%	3%
2	0%	-13%	1%	1%
3	11%	x	-14%	10%
4	1%	4%	-7%	6%
5	-14%	-4%	-4%	-8%
6	8%	-16%	9%	-9%
7	-11%	4%	10%	10%
8	-3%	6%	-3%[57.1 µM]	-2%
9	4%	37%	-2%	0%
10	23%	0%	-12%	-6%
11	4%	14%	-2%	2%
12	-7%	4%	8%	2%
13	0%	x	-34%	-1%
14	8%	-10%	-7%	12%
15	6%	0%	3%	-7%

(listing goes on)
cpd	smiles	IL-2 act	EPAC1 antagonist	PLK1 PBD block	PI5P4Ka inh
16	O=C(NCCc1ccccc1)Nc1nnc([C@H]2C[C@H](O)[C@@H](CO)O2)s1	-0.3	6%	-7%	-29
17	COc1ccc(NC(=O)COc2ccc(N(C)S(=O)(=O)c3ccc(Cl)cc3)cc2)cc1	1.3	19%	3%	-5
18	COc1ccc2c(c1)c1nnc(SC)nc1n2C	0.8	11%	3%	x
19	N#Cc1cc(C(=O)Cc2ccccc2)c[nH]1	-0.6	-8%	-6%	-2
20	CCO[C@H]1OC(C(=O)N2CCN(Cc3ccc4c(c3)OCO4)CC2)=C[C@@H](c2cn(C(C)=O)c3ccccc23)[C@@H]1CCCO	-2.6	-12%	-19%	12
21	C[C@@H]1CN([C@@H](C)CO)C(=O)CCCn2cc(nn2)CO[C@H]1CN(C)S(=O)(=O)c1ccc(-c2ccccc2)cc1	-1.0	1%	-14%	6
22	C[C@@H](NC(=O)[C@@H]1Cc2ccccc2CN1)C(=O)NCc1ccco1	-0.8	-4%	-10%	4
23	CN(c1ccccc1)S(=O)(=O)c1ccccc1Br	0.1	-19%	-6%	0
24	Cc1cccc(CN2CCCC(C(=O)Nc3ccc(-c4cscn4)cc3)C2)c1 (stereo not given)	-4.1	3%	7%	2
25	Cn1nc(C(=O)Nc2cccc(S(=O)(=O)N3CCOCC3)c2)c2ccccc2c1=O	-0.3	8%	-3%	1
26	COCCCN=C(c1ccco1)n1c(=S)nc(-c2ccco2)n(CCCOC)c1=S	-1.2	7%	19µM*	x
27	Cc1cc(Br)ccc1SCC(=O)OCC(=O)Nc1ccc2[nH]c(=O)[nH]c2c1	0.4	-14%	-15%	1
28	Cc1cc(=O)oc2ccc(OC(C)C(=O)O)cc12 (stereo not given)	3.3	-10%	-3%	-2
29	Cc1cccc(NC(=O)[C@@H]2CCCN2C(=O)OC(C)(C)C)c1	-2.3	4%	-16%	0
30	CC(C)c1ccc(C(=O)OC2CCOC2=O)cc1 (stereo not given)	0.4	-7%	-4%	-25

cpd	Abeta yeast res	FUS yeast rescue	WRN helicase inh	EPAC1 agonist
16	-4%	14%	-6%[57.1 µM]	-2%
17	-1%	7%	-3%	-14%
18	9%	18%	-4%	-4%
19	11%	-6%	-1%	-1%
20	-20%	14%	-4%	1%
21	4%	22%	1%	-5%
22	6%	4%	-4%	1%
23	5%	-25%	-3%	-18%
24	12%	x	-12%	2%
25	2%	-6%	-1%	12%
26	-39%	28µM*	-29%	15%
27	2%	-14%	-13%	6%
28	11%	-7%	-15%[57.1 µM]	1%
29	-8%	3%	3%	2%
30	13%	5%	-17%[11.6 µM]	-6%

Remaining list, next part:
cpd	smiles	IL-2 act	EPAC1 antagonist	PLK1 PBD block	PI5P4Ka inh
31	O=C(c1cc(-c2ccccc2Cl)nc2ccccc12)N1CCOCC1	-2.1	-4%	-5%	8
32	COc1ccccc1NC(=O)OCC#CCOC(=O)Nc1ccccc1OC	-5.3	17%	-5%	-6
33	Cc1cc(NC(=O)CN(C)CC(=O)Nc2ccc(Cl)c(C(F)(F)F)c2)no1	0.2	2%	-13%	6
34	O=C(OCc1nc2ccccc2s1)c1cnccn1	-0.8	0%	-8%	-15
35	c1ccc(-c2nnc(NC3=NCCC3)o2)cc1	-0.3	-6%	24µM*	-9
36	O=C(CN1C(=O)C2CC=CCC2C1=O)Nc1ccc(OC(F)(F)F)cc1 (stereo not given)	0.8	-21%	4%	2
37	CSc1nc(C)c2c(n1)N(c1ccc(C(C)C)cc1)CC2	-2.2	11%	-3%	-6
38	COc1ccc(Cc2noc(CN3CCCC(C(=O)c4cccs4)C3)n2)cc1OC (stereo not given)	-2.3	17%	-6%	-4
39	CCOC(=O)C1(Cc2ccc(OC)cc2)CCN(C(=O)CC2CCC(=O)N2)CC1 (stereo not given)	-0.9	-17%	-5%	-1
40	COc1ccc(CNC(=O)CCS(=O)(=O)c2cc3c(cc2Cl)NC(=O)CO3)cc1	-3.4	-24%	-19%	0
41	Cc1ccc(C(=O)Nc2ccc3c(c2)CCC3)o1	0.4	-1%	-7%	x
42	COc1ccccc1CNC(=O)CCNC(=O)c1ccco1	-0.2	-5%	-11%	1
43	O=C(C1=C[C@@H](c2ccc(Br)cc2)C[C@@H](OCc2ccc(CO)cc2)O1)N1CCN(Cc2ccc3c(c2)OCO3)CC1	-3.0	-6%	10%	0
44	Cc1ccc2nc(-c3ccc(NC(=S)NCC(C)(C)CN(C)C)cc3)sc2c1	-0.7	0%	-8%	1
45	COc1ccc(NC(=O)c2cc(Cl)ccc2NC(=O)c2ccco2)c(OC)c1	-1.8	0%	-19%	-2

cpd	Abeta yeast res	FUS yeast rescue	WRN helicase inh	EPAC1 agonist
31	-21%	x	-15%	4%
32	2%	-4%	-3%	9%
33	26%	22%	-1%	3%
34	-4%	4%	3%	4%
35	1%	14%	-5%	11%
36	11%	-5%	-5%	1%
37	-7%	x	7%	-5%
38	4%	7%	-5%	5%
39	-11%	3%	3%	6%
40	4%	4%	13%	1%
41	-13%	11%	2%	-2%
42	8%	-5%	-27%	-3%
43	26%	41%	-7%	-11%
44	-26%	1%	-4%	1%
45	-10%	10%	-8%	1%

Ordered by number of heavy atoms (low to high): part of the list above
cpd	smiles	IL-2 act	EPAC1 antagonist	PLK1 PBD block	PI5P4Ka inh
37	CSc1nc(C)c2c(n1)N(c1ccc(C(C)C)cc1)CC2	-2.2	11%	-3%	-6
42	COc1ccccc1CNC(=O)CCNC(=O)c1ccco1	-0.2	-5%	-11%	1
36	O=C(CN1C(=O)C2CC=CCC2C1=O)Nc1ccc(OC(F)(F)F)cc1 (stereo not given)	0.8	-21%	4%	2
40	COc1ccc(CNC(=O)CCS(=O)(=O)c2cc3c(cc2Cl)NC(=O)CO3)cc1	-3.4	-24%	-19%	0

cpd	Abeta yeast res	FUS yeast rescue	WRN helicase inh	EPAC1 agonist
37	-7%	x	7%	-5%
42	8%	-5%	-27%	-3%
36	11%	-5%	-5%	1%
40	4%	4%	13%	1%

Next part.
cpd	smiles	IL-2 act	EPAC1 antagonist	PLK1 PBD block	PI5P4Ka inh
46	O=C(Nc1ccc(S(=O)(=O)Nc2nccs2)cc1)c1cc(-c2ccccc2Cl)nc2ccccc12	-0.4	-19%	30µM*	u
47	Cc1cc(C)nc(NC2=NC3CCCCC3N2)n1 (stereo not given)	0.1	-9%	-6%	-1
48	Cc1ccc2c(c1)c1c3n2CCNC3CCC1 (stereo not given)	-0.1&-0.7	-9%&19%	3%&2%	16&6
49	O=C(COC(=O)c1n[nH]c(=O)c2ccccc12)NCc1ccccc1	-0.5	-4%	0%	-1

cpd	Abeta yeast res	FUS yeast rescue	WRN helicase inh	EPAC1 agonist
46	3%	u	u	10%
47	0%	4%	13%	1%
48	7%&0%	-14%&-9%	-6%&0%	-13%&-11%
49	-12%	-9%	0%	-1%
